Source: PubChem
RAD54 inh: inhibitors of human RAD54 branch migration, primary screen, biochemical, fluorescence, single point. RAD54 Holliday junction branch migration, FAM/BHQ fluorescence. DNA repair and recombination protein RAD54-like (Homo sapiens), Q92698. inhibition, % at 10.4 µM. 360,000 tested, 0.14% active;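 active = mean normalized replicate activity at least 40 and at least half of replicates scoring 40 or more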;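 also: 0% = median of neutral control wells and 100% = median of positive control wells; inhibitors cause a drop in the FAM fluorescence signal; in these data hits start at about 50%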
CFTR F508del cor: F508del CFTR correction, initial screen, CFBE line, single point; AID 720511, 2013; CFBE cells, YFP halide quenching; stimulated with forskolin plus potentiator P3; % fluorescence drop versus neutral controls; 350,000 tested, 0.36% active; activity (quench increase), % at 7.58 µM;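 active = mean added fluorescence quench of at least 8% versus neutral control, with both replicates also reaching 8%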;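 also: cells transiently co-express mutant CFTR-F508del with the halide-sensitive YFP; corrector assay measuring rescue of mutant channel to the surface after 24 h compound exposure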
GSIS activator: GLuc luminescence reporter in INS-1E cells, primary screen for activators of glucose-dependent secretion of insulin; activation, % at 16.6 µM; INS-1E GLuc reporter insulin secretion, 2-3 h; 370,000 tested, 0.61% active;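 active = lowest replicate activation of at least 40%, so every replicate reaches that level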;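 also: 0% = median of neutral control wells and 100% = median of IBMX positive control wells; some compounds called inactive have numbers as strong as hits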
Xi reactivation: activators of inactive X chromosome reactivation, primary screen, imaging, XiGFP fibroblasts, GFP high-content imaging, set 2. 360,000 tested, 0.055% active. XiGFP mouse fibroblasts, % GFP-positive cells imaging, 3 d; cells co-treated with 5-aza-dC sensitizer; scaled so ellipticine positive control = 100%. activation, % at 7.58 µM;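 active = mean normalized replicate activation at least 10% and every replicate at or above 10%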;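 also: 0% = median of on-plate neutral control wells and 100% = ellipticine 6 µM median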
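Assay system: SV40-immortalized XiGFP fibroblast cells, line 68-5-11; buffer or medium: DMEM plus 5-aza-dC sensitizer; compound: one concentration, pinned; timing: compounds 3 days, fix/stain 15 min at room temperature; benchmarks: positive control ellipticine, 6 µM final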
ERAP1 HTS inh: human ERAP1 aminopeptidase inhibitors, primary screen, biochemical, single point, plate reader; Endoplasmic reticulum aminopeptidase 1 (Homo sapiens), Q9NZ08; recombinant ERAP1, Leu-AMC fluorescence, 60 min; inhibition, % at 10.7 µM; 340,000 tested, 0.15% active; AID 652197, 2013;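 active = mean replicate inhibition of at least 30%, or all replicates individually reaching that 30% level; inactive = mean below 30% and not every replicate reaching it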;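 also: 0% = neutral control wells and 100% = L-leucinethiol positive control wells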
ARNT-TACC3 inh: disruptors of ARNT/TACC3 protein interaction, primary screen, biochemical, AlphaScreen, single concentration. 390,000 tested, 0.66% active. AlphaScreen His-ARNT PAS-B/GST-TACC3 binding, luminescence; TACC3 fragment carries E629A point mutation. AID 623870, 2012. inhibition, % at 9.99 µM;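 active = mean inhibition of replicates at least 50% and at least half of replicates each reaching 50%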;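 also: 0% = complete ARNT plus TACC3 wells and 100% = ARNT alone without TACC3; many hits fall short of the cut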
esBAF inh: Bmi1 luciferase reporter increase in mESCs, primary screen, esBAF inhibitor project, mouse ES cells, Bmi1 luciferase knock-in, single point. 24 h; 100% = twice the neutral-well signal. reporter increase, % at 12.5 µM. 350,000 tested, 2% active; in the data active = activation above about 40%;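 also: 0% = median of the plate's neutral control wells and 100% = double that signal; a rise in the Bmi1 reporter signal indicates esBAF inhibition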
RAD52 inh: RAD52 DNA annealing inhibitors, primary screen, biochemical, FRET, single point, set 2; DNA repair protein RAD52 homolog (Homo sapiens), P43351; recombinant RAD52 DNA annealing, FRET fluorescence; inhibition, % at 18.7 µM; 360,000 tested, 0.46% active;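 active = every replicate showing at least 50% inhibition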
Target sequence (P43351 whole entry, looked up): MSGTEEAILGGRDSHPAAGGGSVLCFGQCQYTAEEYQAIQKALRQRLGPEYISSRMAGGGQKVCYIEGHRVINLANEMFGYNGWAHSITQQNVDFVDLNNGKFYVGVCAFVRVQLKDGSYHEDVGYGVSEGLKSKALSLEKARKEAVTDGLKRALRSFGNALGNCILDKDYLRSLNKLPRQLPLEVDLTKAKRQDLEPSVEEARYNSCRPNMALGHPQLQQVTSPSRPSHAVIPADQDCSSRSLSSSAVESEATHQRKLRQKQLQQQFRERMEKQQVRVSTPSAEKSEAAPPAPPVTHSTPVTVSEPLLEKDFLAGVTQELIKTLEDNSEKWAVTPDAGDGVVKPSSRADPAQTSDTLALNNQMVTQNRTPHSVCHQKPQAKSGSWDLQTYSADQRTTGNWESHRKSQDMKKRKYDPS
* marks the source's active call; other numbers are inactive results; x = not tested or not shown.

no.	molecule	RAD54 inh	CFTR F508del cor	GSIS activator	Xi reactivation	ERAP1 HTS inh	ARNT-TACC3 inh	esBAF inh	RAD52 inh
1	CNC[C@H]1Oc2c(NC(=O)c3ccncc3)cccc2C(=O)N([C@@H](C)CO)C[C@H]1C	0	1.7	17	-0.4	4	-6	-2	-8
2	O=C(CCCn1cnc([N+](=O)[O-])n1)Nc1cccc2ccccc12	1	-6.1	14	0.0	x	3	-4	-9
3	COc1ccc(S(=O)(=O)NCCc2csc(-c3cccnc3)n2)cc1	-9	2.9	10	0.0	4	-6	9	-5
4	COC(=O)CCN1CCSCCS1(=O)=O	x	-2.0	6	-0.1	-1	x	x	-15
5	CC(=O)c1c(C)[nH]c(C(=O)OCc2cc(-c3ccco3)on2)c1C	0	1.0	18	-0.6	5	9	5	-29
6	CSc1ccccc1OCc1cc(C(=O)N(C)Cc2nonc2C)no1	-1	-2.6	-8	0.2	5	-3	65*	-3
7	CCCCn1cc([N+](=O)[O-])nc1C	2	0.4	x	0.0	0	-3	-5	-21
8	O=C(N[C@@H]1CC[C@H](CCNC(=O)c2ccccc2F)O[C@@H]1CO)c1ccc2c(c1)OCO2	7	-0.9	8	0.7	-4	-1	2	3
9	O=C(Nc1nnc(-c2ccncc2)s1)Nc1ccccc1F	x	1.8	-3	0.0	-1	5	2	-19
10	C[C@@H](O)C#Cc1cnc2c(c1)C(=O)N([C@@H](C)CO)C[C@H](C)[C@@H](CN(C)CC1CCCCC1)O2	-3	0.6	1	-0.4	-1	-7	-2	4
11	NC(=O)c1cccc(-c2ccnc3c2CC(C(=O)NCc2cccc(Cl)c2)O3)c1 (stereo not given)	8	2.2	-4	0.0	-2	x	2	4
12	COc1ccc(NC(=O)N(Cc2ccc3c(c2)OCO3)C2CC(=O)N(c3ccc(OC)cc3)C2=O)cc1 (stereo not given)	3	x	-2	x	x	13	-9	x
13	C[C@H](CO)N1C[C@H](C)[C@H](CN(C)Cc2ccccc2)Oc2ccc(NC(=O)Nc3ccc(C(F)(F)F)cc3)cc2CC1=O	-4	-0.3	-4	6.9	4	1	4	6
14	C[C@H]1CN([C@@H](C)CO)C(=O)c2cccc(NS(=O)(=O)c3cn(C)cn3)c2O[C@H]1CN(C)S(=O)(=O)c1ccccc1	0	1.7	18	-0.1	2	-10	4	-17
15	C[C@H]1CN([C@@H](C)CO)C(=O)c2cccc(NC(=O)NC3CCCCC3)c2O[C@H]1CN(C)S(=O)(=O)c1ccc(F)cc1	x	0.7	-13	-1.4	x	x	-5	x
16	CCCNC(=O)N1CC2(CCN(C(=O)C3CC3)CC2)c2c([nH]c3cc(OC)ccc23)[C@@H]1CO	x	-0.2	-20	0.2	0	x	x	2
17	O=C(CNS(=O)(=O)c1cccs1)N1CCN(c2ccccc2F)CC1	5	-0.9	27	0.1	-2	-2	20	-16
18	CC1CN(C(=S)Nc2cccc(Cl)c2Cl)CC(C)O1 (stereo not given)	-1	4.7	0	0.1	1	-1	-7	-18
19	O=C(C[C@@H]1CC[C@H]2[C@@H](COC[C@@H](O)CN2Cc2nccs2)O1)NCc1ccc(F)cc1	-2	-0.1	6	0.0	0	-11	2	4
20	O=C(Nc1cc(F)ccc1F)N1CCCCN2[C@@H](CO)[C@H](c3ccc(-c4cccnc4)cc3)[C@@H]2C1	-4	0.2	2	0.3	x	-2	-8	x
21	Cc1ccc(S(=O)(=O)N(C)C[C@H]2Oc3ccc(NS(=O)(=O)c4ccc(F)cc4)cc3CC(=O)N([C@H](C)CO)C[C@H]2C)cc1	-1	-1.3	6	-1.0	1	-2	0	-8
22	CC1CCN(S(=O)(=O)c2ccc(C(C)C)cc2)CC1	x	2.6	-29	0.0	3	x	x	-6
23	O=C(CCn1nnc(-c2cccs2)n1)NC1CCCCC1	-3	4.2	-16	x	-2	9	-6	-11
24	COc1ccc(S(=O)(=O)NC(C)C(=O)Nc2ccc3c(c2)OCO3)cc1OC (stereo not given)	-17	2.5	-3	-0.1	-1	-4	0	-10

Ordered by value in GSIS activator (descending): three from the list above.
| cpd | Molecule | CFTR F508del cor | GSIS activator | ERAP1 HTS inh | ARNT-TACC3 inh | esBAF inh | RAD52 inh |
| --- | --- | --- | --- | --- | --- | --- | --- |
| 17 | O=C(CNS(=O)(=O)c1cccs1)N1CCN(c2ccccc2F)CC1 | -0.9 | 27 | -2 | -2 | 20 | -16 |
| 19 | O=C(C[C@@H]1CC[C@H]2[C@@H](COC[C@@H](O)CN2Cc2nccs2)O1)NCc1ccc(F)cc1 | -0.1 | 6 | 0 | -11 | 2 | 4 |
| 22 | CC1CCN(S(=O)(=O)c2ccc(C(C)C)cc2)CC1 | 2.6 | -29 | 3 | x | x | -6 |

Later entries.
no.	molecule	RAD54 inh	CFTR F508del cor	GSIS activator	Xi reactivation	ERAP1 HTS inh	ARNT-TACC3 inh	esBAF inh	RAD52 inh
25	CCOC(=O)c1sc(NC(=O)Cc2ccc(C)cc2)nc1C	x	2.1	-13	0.2	-1	-10	x	-8
26	CN(C)C(=O)C[C@H]1C[C@@H]2c3cc(NC(=O)Nc4ccccc4F)ccc3O[C@@H]2[C@H](CO)O1	-3	0.6	11	0.0	-1	-7	0	4
27	CCOC(=O)Cn1c(SC)nc2sc3c(c2c1=O)CC(C)(C)OC3	-3	x	-9	x	x	-6	4	x
28	O=C(CCN1CCc2ccccc2C1)Nc1cccc(F)c1	9	x	-20	x	x	2	2	x
29	FC(F)(F)c1cnc2c(c1)Nc1ccccc1S2	-8	x	1	x	x	-4	5	x
30	C[C@@H]1CN([C@@H](C)CO)C(=O)CCCn2cc(nn2)CO[C@H]1CN(C)C	x	1.4	4	-0.4	x	x	-2	x
31	Cc1ccc(CN2CC(C(=O)Nc3ccncc3)CC2=O)cc1 (stereo not given)	-8	1.9	1	0.2	2	-6	-5	-3
32	Cc1cc(C(=O)Nc2cccc3c2O[C@H](CN(C)S(=O)(=O)c2cccs2)[C@H](C)CN([C@@H](C)CO)C3=O)n(C)n1	-15	-0.5	-3	-0.1	-2	-18	-8	7
33	COc1cccc(-c2cnc3c(c2)C(=O)N([C@@H](C)CO)C[C@@H](C)[C@H](CN(C)C(=O)Nc2ccccc2F)O3)c1	x	-0.1	-21	1.0	x	x	x	13
34	CC1CC(C)CN(C(=O)CN2C(=O)NC(C)(C)C2=O)C1 (stereo not given)	6	-2.3	9	-0.1	-8	-6	0	-5
35	O=S(=O)(c1ccc(F)cc1)N1C[C@H]2[C@@H](c3ccccc31)[C@H](CO)N2Cc1ccccc1Cl	-12	-0.4	-2	-0.1	3	18	6	-285
36	CC(C)NC(=O)N(C)C[C@H]1OCCCC[C@@H](C)Oc2ccc(NS(C)(=O)=O)cc2C(=O)N([C@H](C)CO)C[C@@H]1C	-14	-2.9	11	0.0	-5	0	-2	6
37	CN1CCN(C(=O)C[C@@H]2CC[C@H]3[C@@H](COC[C@H](O)CN3C(=O)C3CCOCC3)O2)CC1	-12	2.1	18	0.1	-5	-13	0	-67
38	CCCCn1c(N)c(N(CC(C)C)C(=O)c2c(-c3ccccc3)noc2C)c(=O)[nH]c1=O	3	1.3	-2	-0.1	1	-9	-7	-10
39	O=C(CN1CCN(Cc2ccccc2Cl)CC1)N/N=C/C=C/c1ccco1	3	-1.4	-15	2.1	0	x	-5	-26
40	Cc1ccc(CN2CCCN(Cc3ccc(F)cc3Cl)S2(=O)=O)cc1	-8	0.8	-9	0.1	-1	5	0	-5
41	CC(C)c1cn(CC[C@H]2CC[C@H](NS(=O)(=O)Cc3ccccc3)[C@@H](CO)O2)nn1	-3	2.9	11	-0.3	0	-25	-3	-1
42	COc1ccc(NC(=O)CSCC(=O)N2CCN(c3cccc(C(F)(F)F)c3)CC2)cc1	-7	2.1	-47	-0.1	-3	-18	-2	9
43	COC(=O)C[C@H]1C=C[C@H](NS(=O)(=O)c2ccccc2F)[C@H](CO)O1	-4	4.0	15	0.2	1	-9	-2	-4
44	COc1cccc(/C=C/C(=O)c2ccc(C)c([N+](=O)[O-])c2)c1	-9	0.9	1	-0.1	-1	-5	x	-17
45	CCC(=O)Nc1ccc2c(c1)C(=O)N(C)C[C@@H](OC)[C@H](C)CN(Cc1ccncc1)[C@@H](C)CO2	-1	-0.7	3	0.0	x	-1	-3	-12
46	Cc1ccc(N(Cc2cc(=O)[nH]c3ccccc23)C(=O)CCl)c(C)c1	x	3.2	10	0.0	-4	0	x	-9
47	CSc1ccc(COC(=O)c2cc([N+](=O)[O-])ccc2N2CCOCC2)cc1	x	4.8	-3	-0.6	-3	12	-71	-4
48	C[C@H](O)C#Cc1cnc2c(c1)C(=O)N([C@@H](C)CO)C[C@H](C)[C@H](CN(C)CC1CCOCC1)O2	5	3.9	11	0.2	0	-13	-14	-6
49	C[C@H](CO)N1C[C@H](C)[C@H](CN(C)Cc2ccccc2)Oc2ccc(NC(=O)CCC(F)(F)F)cc2C1=O	2	1.2	0	-0.2	-2	-8	0	-5
50	COc1ccccc1NC(=O)Nc1ccc2c(c1)C(=O)N(C)C[C@H](OC)[C@@H](C)CN(C)[C@@H](C)CO2	-3	-3.2	-16	-0.4	x	-8	2	4
51	C=CCn1c(=O)c(C(=O)NCc2ccc(Cl)cc2)c(O)c2ccccc21	5	1.3	10	0.0	-2	-18	1	-10
52	O=C(CN1CCSCC1)N/N=C/c1ccc(F)cc1F	5	-2.1	22	x	3	-22	9	-7
53	O=C(Nc1ccc(N2CCOCC2)c(Cl)c1)c1ccccc1Cl	x	-0.8	3	0.6	2	-5	x	-5
54	CC(C)(C)NCCCCOc1ccccc1F	-13	-0.4	0	x	-2	-7	10	-3
55	CCOC(=O)c1ccc(N/C=C/C(=O)c2ccccc2)cc1	x	-2.6	4	0.0	3	11	x	2
56	O=C1OC(CO)CN1Cc1ccccc1 (stereo not given)	1	1.8	-4	0.0	1	-3	-2	-12
57	O=C(c1ccc(CS(=O)Cc2ccccc2Cl)o1)N1CCN(c2cccc(Cl)c2)CC1 (stereo not given)	-9	0.9	x	0.0	-2	2	-4	-26
58	Cc1ccccc1C(=O)c1cccn1CC(=O)NC(C)CCc1ccccc1 (stereo not given)	7	-2.5	-30	0.0	-1	0	3	-16
59	Cc1ccc(S(=O)(=O)N2[C@@H](Cc3ccccc3)CO[C@H]2CC(=O)c2ccccc2)cc1	x	1.2	x	0.1	-2	x	x	-5
60	O=C(COc1ccccc1Br)N1CCN(C(=O)c2ccco2)CC1	-2	1.8	11	0.0	4	-2	2	-1
61	CC(=O)c1ccc(-c2nnc(CCC(=O)N(C)Cc3cccc4cnccc34)o2)s1	x	0.8	-5	-0.1	4	2	x	-9
62	CC(CCc1ccc(O)cc1)NCCc1ccc(O)c(O)c1 (stereo not given)	3	3.4	x	0.5	1	3	-1	5
63	COC(=O)C[C@H]1CC[C@H](NS(=O)(=O)c2cn(C)cn2)[C@@H](CO)O1	x	-0.4	1	0.0	x	x	x	15
64	O=C(CSc1ccccc1)Nc1cccc(S(=O)(=O)N2CCCC2)c1	0	x	-12	0.6	x	2	-1	x
65	CCN1CCN(c2ccc(S(=O)(=O)N3CCCCC3)cc2NC(=O)/C=C/c2cc(OC)ccc2OC)CC1	-2	1.6	-11	0.0	-2	0	13	-8
66	Cc1ccc(NC(=O)Nc2c(Cl)cccc2Cl)cn1	5	4.7	28	0.4	1	3	7	-21
